# Compound activity from PubChem.
# ERb SRC1 inh: inhibitors of ERβ-SRC1 coactivator interaction, primary screen, biochemical, TR-FRET, ERβ LBD, SRC-1 peptide | TR-FRET ER-beta LBD / SRC1-Cy5 peptide binding; receptor agonist-loaded with 1 µM estradiol | Estrogen receptor beta (Homo sapiens), Q92731 | inhibition, % at 25.6 µM | hit rate 1.3% among 86,000;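 active means compounds whose percent inhibition of the receptor-coactivator binding signal exceeds about 50% in the single-dose screen, limit read from the data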;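 further: 0% = receptor plus peptide wells without compound and 100% = peptide-only wells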
# Target sequence (Q92731 whole entry, looked up, the tested form may be a part): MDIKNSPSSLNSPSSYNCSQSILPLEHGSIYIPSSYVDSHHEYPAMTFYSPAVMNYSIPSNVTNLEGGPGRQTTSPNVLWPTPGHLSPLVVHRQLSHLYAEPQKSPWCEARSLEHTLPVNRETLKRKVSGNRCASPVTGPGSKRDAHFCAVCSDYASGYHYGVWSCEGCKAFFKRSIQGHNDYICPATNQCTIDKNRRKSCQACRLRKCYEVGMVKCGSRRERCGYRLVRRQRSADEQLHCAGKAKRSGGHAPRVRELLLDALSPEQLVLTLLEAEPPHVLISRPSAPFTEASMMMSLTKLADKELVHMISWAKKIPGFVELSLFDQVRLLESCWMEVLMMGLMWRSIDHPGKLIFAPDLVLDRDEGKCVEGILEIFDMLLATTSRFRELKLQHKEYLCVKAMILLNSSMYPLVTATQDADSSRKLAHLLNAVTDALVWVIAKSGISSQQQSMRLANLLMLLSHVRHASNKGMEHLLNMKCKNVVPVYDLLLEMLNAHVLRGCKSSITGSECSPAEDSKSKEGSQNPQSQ
# ERa SRC1 pot: enhancers of ERα–SRC-1 coactivator binding, primary screen, biochemical, TR-FRET, ERα LBD, low estradiol | Estrogen receptor (Homo sapiens), P03372 | TR-FRET ERalpha-LBD/SRC-Cy5 coactivator binding, 2 h; 100 = basal binding, no effect | coactivator binding (% of control), % at 25.6 µM | hit rate 1.3% among 86,000 | AID 639, 2007; in the data active means activity above about 200%;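 further: binding measured in presence of low estradiol as agonist stimulus; 0% = peptide alone without receptor and 100% = receptor with peptide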
# Mac1 fbg inh: inhibitors of CD11b/CD18 adhesion to fibrinogen, primary screen, K562 cells, luminescence | inhibition, % at 10 µM | ATPlite luminescence; Mn2+ added to activate the integrin | hit rate 0.54% among 93,000 | Integrin beta-2 (Homo sapiens) + Integrin alpha-M (Homo sapiens), P05107+P11215;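 active means primary inhibition of 50% or more at 10 µM, then 40% or more on retest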; further: some results filed as inactive read as strong as hits
# FAK inh: FAK kinase inhibitors, primary screen, biochemical; Focal adhesion kinase 1 (Homo sapiens), Q05397; biochemical FAK kinase activity assay; inhibition, %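 (tested at 7 µM)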; hit rate 0.84% among 97,000; AID 727, 2007; in the data active means inhibition above about 19%;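 further: 0% = DMSO and 100% = reference compound high control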
# Mac1 fbg enh: enhancers of CD11b/CD18 adhesion to fibrinogen, primary screen, K562 cells, luminescence. hit rate 0.07% among 93,000. activation, % at 10 µM. Integrin beta-2 (Homo sapiens) + Integrin alpha-M (Homo sapiens), P05107+P11215. ATPlite luminescence;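 active means 10 µM primary screen giving 50% or more activity, confirmed by 40% or more on retest at that dose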; further: strong numbers were not always called active; reference of the scale not given here
# E coli WT exp: growth inhibitors of wild-type E. coli, primary screen, strain BW25113, expanded library, OD600 | OD600 absorbance | hit rate 0.15% among 98,000 | growth inhibition, % at 100 µM;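 active means growth inhibition above about 50% at one test dose, limit read from the data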;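 further: growth measured after 20 h incubation at 37 °C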
# MT1-MMP txn act: MT1-MMP promoter reporter activation – cell-based, luciferase luminescence, primary screen; HT1080 MT1-MMP promoter luciferase reporter, overnight; hits give high values; activation factor at 10 µM; hit rate 0.16% among 86,000;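 active means activation factor of at least 2 for MT1-MMP transcription at 10 µM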
# ERa coact inh: ERα–SRC-1 coactivator interaction inhibitors, primary screen, biochemical, TR-FRET, ERα LBD, estradiol-bound; hit rate 1.7% among 86,000; AID 629, 2007; Estrogen receptor (Homo sapiens), P03372; inhibition, % at 25.6 µM; TR-FRET ER-alpha LBD / SRC-1 peptide; in the data active means inhibition above about 50%;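 further: 0% = receptor plus peptide control and 100% = peptide only without receptor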
# PLAP act: PLAP enzyme activators, biochemical, luminescence, HTS | Alkaline phosphatase, placental type (Homo sapiens), P05187 | purified PLAP enzyme, luminescent substrate read-out; hits give high values | activation fold at 20 µM | hit rate 1.2% among 96,000; in the data active means activation fold above about 2
# Target sequence (P05187 whole entry, looked up): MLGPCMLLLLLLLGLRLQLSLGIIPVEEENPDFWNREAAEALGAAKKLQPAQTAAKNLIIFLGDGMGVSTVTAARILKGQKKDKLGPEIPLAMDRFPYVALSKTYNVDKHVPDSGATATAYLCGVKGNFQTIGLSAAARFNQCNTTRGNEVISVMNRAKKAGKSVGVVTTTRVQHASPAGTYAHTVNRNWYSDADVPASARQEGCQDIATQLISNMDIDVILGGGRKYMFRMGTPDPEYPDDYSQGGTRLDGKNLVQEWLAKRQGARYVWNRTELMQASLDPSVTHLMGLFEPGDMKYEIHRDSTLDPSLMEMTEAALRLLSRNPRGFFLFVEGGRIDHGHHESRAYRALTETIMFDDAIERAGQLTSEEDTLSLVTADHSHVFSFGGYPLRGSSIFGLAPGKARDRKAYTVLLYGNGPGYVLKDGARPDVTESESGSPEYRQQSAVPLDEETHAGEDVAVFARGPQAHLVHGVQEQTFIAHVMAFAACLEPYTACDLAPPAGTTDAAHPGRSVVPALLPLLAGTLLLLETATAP
# The depositor's hits bear a star; x = not tested or not shown; [ ] = dose if it differs, or a comment.
canonical_smiles	ERb SRC1 inh	ERa SRC1 pot	Mac1 fbg inh	FAK inh	Mac1 fbg enh	E coli WT exp	MT1-MMP txn act	ERa coact inh	PLAP act
Cc1ccc(NC(=O)CCN2CCN(C/C=C/c3ccccc3)CC2)cc1C	-10	119	19	1	-4	13	1.1	-11	1.5
COc1ccc(C(=O)Nc2ccccc2N2CCN(C(=O)C(C)C)CC2)cc1Cl	12[fluorescence artefact?]	110[fluorescence artefact?]	x	1	x	-9	1.1	8[fluorescence artefact?]	x
CC(OC(=O)c1ccco1)C(=O)NC1CCCCC1 (stereo unspecified)	-1	100	6	-2	0	2	1.1	-4	0.9
O=C(c1ccc2c(c1)OCO2)N1CCCc2ccccc21	-7	106	5	0	-6	-4	1.5	-7	1
O=C(Nc1ccc(-c2nc3ccccc3[nH]2)cc1)C1CCCO1 (stereo unspecified)	3[fluorescence artefact?]	96	20	2	-2	-1	0.2	2	1.1
O=S(=O)(NCCn1ccc2ccccc21)c1ccccc1	-5	98	-25	4	0	2	x	-9	1
COc1cccc(NC(=O)CSc2ccc3nnc(-c4ccncc4)n3n2)c1	23[fluorescence artefact?]	74	-7	-2	4	-4	x	10	0.9
CC1CCCCN1C(=O)c1cnn2c(C(F)(F)F)cc(-c3ccco3)nc12 (stereo unspecified)	-5	119[fluorescence artefact?]	-11	-2	0	0	1.2	-7	1.2
CCOC(=O)c1c(NC(=O)CSc2nnc(CNc3ccc(OC)cc3)n2C)sc(C)c1C	5	107	2	1	0	-13	1.1	-2	1.5
Cc1cccn2c(=O)c(/C=C3\SC(=S)N(CC(C)C)C3=O)c(NCCCOC(C)C)nc12	-13	96	-3	0	-6	-24	1	-12	1
Cc1ccc(S(=O)(=O)N2CCCC2C(=O)N2CCCCCC2)cc1 (stereo unspecified)	-11	118	8	-1	4	2	1.1	-10	1.2
Cn1c(=O)oc2cc(S(=O)(=O)N3CCCC(C(=O)N4CC=C(c5ccccc5)CC4)C3)ccc21 (stereo unspecified)	1	95[fluorescence artefact?]	61*	-1	-3	-4	1.1	-7	1.6
COc1ccc(Br)cc1CN1CCCC(C(=O)N2CCCCCC2)C1 (stereo unspecified)	-8	114[fluorescence artefact?]	x	2	x	-3	1.1	-8	1.3
Cn1c(=O)c2c(nc(NC3CCCCC3)n2CC(O)COc2ccccc2)n(C)c1=O (stereo unspecified)	-4	98	-4	4	-2	0	1.2	-10	1
COc1ccc(C(=O)N2CCc3cc(OC)c(OC)cc3C2)cc1OC	8[fluorescence artefact?]	96	-12	0	1	4	1.2	-9	1.2
Cc1ccc(Cl)cc1N(Cc1ccc(C(=O)NCc2cccnc2)cc1)S(=O)(=O)c1ccccc1	x	x	30	6	-3	-9	x	x	1.4
CCOC(=O)N1CCN(c2c(Nc3ccc4c(c3)OCCO4)c(=O)c2=O)CC1	0	93[fluorescence artefact?]	-17	-3	-2	2	1.1	-6[fluorescence artefact?]	0.7
O=C1C(C=NCCCN2CCOCC2)=C(O)c2ccccc21	-17[fluorescence artefact?]	113	-10	0	2	-3	1.6	4	1
Cc1nn2c3c(cnc2c1-c1ccccc1)C(=O)CC(C)C3 (stereo unspecified)	-4	129	x	1	x	x	1.1	-2[fluorescence artefact?]	x
COC(=O)[C@H]1CCCN1C(=O)Nc1cccc(Oc2c(F)c(F)c(F)c(F)c2F)c1	-1	106	x	5	x	1	1.1	-9	x
Cn1nnnc1SCCNCc1cccc2ccccc12	0	125	0	0	0	-1	1.2	7[fluorescence artefact?]	1.2
COc1ccc(-c2c(C)oc3cc(O)cc(O)c3c2=O)cc1OC	-1	110	-14	x	-2	-1	1	-3	1.5
CCc1cccc(NC(=O)CN(c2ccc(OC)cc2)S(=O)(=O)c2c(C)n[nH]c2C)c1	-1	97	-9	2	2	-15	1.2	4	2.4*
CCN(CC)C(=O)C1=C(C)NC(=O)NC1c1c(F)cccc1Cl (stereo unspecified)	-20[fluorescence artefact?]	113	-13	0	-1	2	1	-24	1.1
COc1cccc(C=Nc2ccc3c(c2)OCCO3)c1O	-1[fluorescence artefact?]	122	-10	x	-2	3	1.3	1	1
Cc1nc2ncnn2c(C)c1CCC(=O)N1CCOCC1	17[fluorescence artefact?]	89	-3	-1	2	3	1	12	1
CCN(CC)c1ccc(NC(=O)CSc2nc(C)cc(=O)[nH]2)cc1	2	145	1	x	-2	-5	1.2	-7[fluorescence artefact?]	1.2
CC(C)C(C(=O)Nc1ccccc1)N1C(=O)c2ccccc2C1=O (stereo unspecified)	41[fluorescence artefact?]	86	x	5	x	9	1	-2	x
CCn1c(CNC(=O)Cc2ccc(OC)cc2)nnc1SCC(=O)Nc1nccs1	-5	117	-8	2	2	9	1.2	3	1.1
Cc1onc(-c2ccccc2)c1C(=O)NCC1COc2ccccc2O1 (stereo unspecified)	1	110	6	2	-1	0	0.9	-3	1
COc1c2ccoc2nc2c(OC)cccc12	0	93	-14	2	-5	3	1.1	4	1
COc1cccc(C(=O)N(CN2CCCC2=O)c2ccccc2OC)c1	-3	102	8	3	1	2	1.2	-2	1
COc1ccc(C(=O)Cn2nnc(-c3cccs3)n2)cc1	78*[fluorescence artefact?]	93[fluorescence artefact?]	22	-3	0	-2	1.7	1	0.9
CCN(CC)C(=O)Cn1ncc2c1-c1ccccc1OC2	-11[fluorescence artefact?]	120	-1	-10	0	5	1	-3	0.8
Cc1onc(-c2ccccc2Cl)c1C(=O)N(Cc1nc(-c2ccccc2)no1)C1CCCCC1	-16	98	-38	-1	-3	-8	1.1	-1	1.5
Cc1cccc(C)c1N1CCc2cn[nH]c21	1	96	x	-3	x	13	1.1	-3	0.8
O=C(CSc1nnc(-c2ccncc2)n1Cc1ccco1)Nc1ccccc1Cl	-16	106	2	-1	-2	5	1.2	1	1
CC(C)CNC(=S)NNC(=O)c1csc2c1CCC(C)C2 (stereo unspecified)	x	x	-4	2	0	-8	x	x	1
CC1CC(Nc2ccccc2N)=CC(=O)O1 (stereo unspecified)	x	x	-10	-1	1	-3	x	x	0.9
N#Cc1nc(COc2ccc(-c3ccccc3)cc2)oc1NCc1cccnc1	-2	102	71	0	-6	-21	1	-7	1.4
COc1cc2[nH]c(=S)n(CCN3CCCCC3C)c(=O)c2cc1OC (stereo unspecified)	-7	105[fluorescence artefact?]	-16	x	-1	1	1	1[fluorescence artefact?]	1.7
c1ccc(-n2c(-c3ccncc3)nnc2N2CCOCC2)cc1	-2	104	-6	8	22	-3	1	-1	0.9
CC(C)n1c(-c2cccs2)nc2ccccc21	-10	113	x	2	x	x	1.2	-8	x
Cc1onc(-c2ccccc2)c1C(=O)N1CC(C)OC(C)C1 (stereo unspecified)	x	x	-5	-6	0	1	1	x	1
CCOC(=O)c1sc2nc(NC(=O)C3CCCCC3)sc2c1C	5[fluorescence artefact?]	134	-4	-4	-1	-5	1	3	1
COc1ccc(Cl)cc1NC(=S)N1CCN(C(=O)c2ccco2)CC1	x	x	0	-8	-1	2	x	x	1
Cc1noc(C)c1CSc1nc2sc(C)c(C)c2c(=O)n1-c1ccccc1	-9	96	-24	-1	4	-14	1.2	-3	1
Cc1noc(C)c1COC(=O)C1CC(O)CN1S(=O)(=O)c1ccc(Cl)cc1 (stereo unspecified)	4	127	3	-1	-1	-3	1.1	-1[fluorescence artefact?]	1.5
O=C(Nc1ccccc1)C1CC=CCC1C(=O)OCC1CCCO1 (stereo unspecified)	5[fluorescence artefact?]	108	-1	4	-3	-4	1.1	3[fluorescence artefact?]	1.2
CC(=O)c1c(C)[nH]c(C(=O)CSc2nnc(CN3CCCCCC3=O)n2-c2ccccn2)c1C	-2	110	17	4	4	-1	1.1	4	1.7
CCCc1nnc(SCC(=O)N2CCCCC2C)n1CCCOC (stereo unspecified)	-5	106	x	-2	x	3	1.2	-4	1.1
COc1cccc(CNc2ccc(Br)cn2)c1O	-5	134	x	5	x	16	0.9	-5	0.9
O=C1OCCC1S(=O)(=O)c1ccc2ccccc2c1 (stereo unspecified)	4	99	-5	-7	-5	1	1	4	1.2
COc1ccc(-n2nnc3c(SCC(=O)c4ccccc4)ncnc32)cc1	3[fluorescence artefact?]	127	9	-3	2	-3	0.9	4[fluorescence artefact?]	0.9
CCOC(=O)C1=C(O)CSC1=Nc1ccccc1	-5	100	-6	-1	-3	1	1	-3	1.1
COc1ccc(Cc2nnc(SCC(=O)N3CCN(c4ccccc4)CC3)o2)cc1	1[fluorescence artefact?]	109	-4	0	-4	-9	1.1	3	1
Cc1ccc(N2C(=O)c3cccc4c(N5CCN(C)CC5)ccc(c34)C2=O)c2cccnc12	40[fluorescence artefact?]	113[fluorescence artefact?]	x	3	x	-1	1.1	42[fluorescence artefact?]	1.2
CCOC(=O)c1ccc2[nH]c(C)cc(=O)c2c1	-3	107	-8	5	-1	11	1.2	8[fluorescence artefact?]	1
CC(=O)c1ccc(OCCCC(=O)n2nnc3ccccc32)cc1	-4	120	3	-2	-5	-1	1	6	0.9
NC(=O)CSCc1nc2ccccc2s1	39	123	-8	0	0	6	1.4	37	1.1

# The last 3 records of the section above come first, to join the parts.
canonical_smiles	ERb SRC1 inh	ERa SRC1 pot	Mac1 fbg inh	FAK inh	Mac1 fbg enh	E coli WT exp	MT1-MMP txn act	ERa coact inh	PLAP act
CCOC(=O)c1ccc2[nH]c(C)cc(=O)c2c1	-3	107	-8	5	-1	11	1.2	8[fluorescence artefact?]	1
CC(=O)c1ccc(OCCCC(=O)n2nnc3ccccc32)cc1	-4	120	3	-2	-5	-1	1	6	0.9
NC(=O)CSCc1nc2ccccc2s1	39	123	-8	0	0	6	1.4	37	1.1
C=CCn1c(N)nc2ccccc21	x	x	-8	1	2	-7	1	x	1
CCOC(=O)n1c(=O)oc2ccc(Cl)cc21	0	101	x	0	x	x	1.3	-5	x
CCOC(=O)C(C(=O)OCC)C(Nc1ccc(Br)cc1)c1ccccc1 (stereo unspecified)	x	x	-10	-2	-4	10	x	x	0.9
C=CCn1c(SCC(=O)Nc2cc(C)cc(C)c2)nnc1-c1cnccn1	-21	108	6	2	-2	2	1.2	-34	0.9
O=C(Nc1ccc(S(=O)(=O)NC2CCCC2)cc1)c1cnccn1	-11	93	-2	-3	3	5	1	-8	1.1
COc1ccc(C(=O)CC2OC(=O)c3ccccc32)cc1OC (stereo unspecified)	12	112	x	9	x	x	1.4	3	x
CCCCN(CCCC)C(=O)CN(C)S(=O)(=O)c1ccc2c(c1)n(C)c(=O)c(=O)n2C	-28	105	x	5	x	-7	1.3	-3	x
CCn1c(=O)cc(OCC(=O)N(C)c2ccccc2F)c2ccccc21	-2[fluorescence artefact?]	107	-7	-2	0	0	1.3	-4	1.1
Cc1nn(Cc2ccc(C(=O)n3cccn3)o2)c(C)c1Br	-7	99	x	0	x	x	1.1	-8	x
COc1ccc(-c2cc(C(F)(F)F)nc(N3CCN(Cc4ccccc4)CC3)n2)cc1OC	-7	104	x	-5	x	-12	1.2	-4	1.3
COc1cccc(NC(=O)COC(=O)c2cccnc2)c1	10	106[fluorescence artefact?]	12	-2	-1	6	1.1	6[fluorescence artefact?]	1.1
